# Screens deposited in PubChem BioAssay by NCI.
# Growth percent in the NCI-60 one-dose screen (48 h, 10 µM unless noted): 100 = growth as untreated, 0 = no growth, -100 = all killed.
# HL-60(TB) = HL-60(TB) leukemia cells; hit rate 9% among 78,000; AID 1794776; active = growth percent below 10
# * = called active by the depositor; & = joins results of further samples. Only part of the results is shown; rates above refer to the full screens.
SMILES,HL-60(TB)
COc1ccc(C23CCC(=O)N2CCc2cncn23)cc1 (stereo not drawn),88
COc1ccc2[nH]cc(/C=C3/C(=O)Nc4cc(Cl)ccc43)c2c1,87
O=C(Cc1ccc(Nc2ccnc(C(F)(F)F)c2)cc1)Nc1cc(Cl)ccc1O,30
Cc1nc([P+](c2ccccc2)(c2ccccc2)c2ccccc2)co1,72
Cc1ncsc1/C=C1/C(=O)Nc2ccccc21,98
Cc1c(C)c([N+](=O)[O-])c(C(C)(C)C)c([N+](=O)[O-])c1C,157
COC(=O)[C@@H]1CCCN1C(=O)C1=C(C)NC(=S)NC1c1cc(OC)c2c(c1)OCO2 (stereo partly drawn),103
CC(=O)c1cc2c(cc1C)C(C)(C)C(C)C2(C)C (stereo not drawn),103
COC(=O)[C@@H](NS(=O)(=O)N(c1ccc(F)cc1)C1CCN(C(=O)c2ccc(F)cc2)CC1)C(C)C,43
NS(=O)(=O)c1ccc(N=NN(CCO)CCO)cc1,130
O=C(N/N=C/c1cc2ccccc2n2nnnc12)Nc1ccccc1,92
O=C(NCc1ccco1)c1ccc(C(=O)NCc2ccco2)cc1,94&102
Fc1cc2[nH]ncc2c2c3c(c(-c4cn[nH]c4C(F)(F)F)nc12)CCCC3,-9.7*
COC(=O)C1CCN(c2ncnc3cc(OC)c(OC)cc23)CC1,96
COc1ccc2nc(-c3ccc(Cl)cc3)cc(C(=O)O)c2c1,95
COc1cc([N+](=O)[O-])c(OC)cc1Cl,111
COc1cc(/C=N/NC(=O)c2ccc(S(C)(=O)=O)cc2)ccc1O,33
Cc1ccc(N2COOC3(OOC2)C2CC4CC(C2)CC3C4)cc1,67
C[C@H]1C(=O)C23CCC1C[C@@]21O[C@@H]2C(C)(C)C=CC(=O)C23COC1=O,98
COc1cc(C#N)ccc1O,104
Cc1nc2ccccc2c(/C=C/c2ccc(C(F)(F)F)cc2)c1C(=O)c1ccccc1,79
COc1ccc(-c2csc(N/N=C/c3cccs3)n2)cc1,85
COc1ccc(NC(=O)Nc2cnn(-c3ccc(S(N)(=O)=O)cc3)c2-c2ccccc2)cc1,85
COc1ccc(-c2cc(-c3nnc(SCC(=O)Nc4ccc(/C(C)=N\O)cc4)n3-c3ccccc3)c3ccccc3n2)cc1,48
COc1ccc(-c2cs/c(=N\N=C\c3cccc(C)c3)n2C)cc1,71
COc1cc2c(cc1OC)C(=O)OC(=O)C2,105
C(=C\c1nnc(-c2[nH]nc3c2CCc2ccccc2-3)o1)/c1ccc2c(c1)OCO2,89
O=C1CCCCN1CCCCC#Cc1cccc(C#Cc2cnccn2)c1,105
N#Cc1ccc([N+](=O)[O-])cc1OCCCN1CCCCC1,100
CCCCCCCCn1cc(C2=C(c3coc4ccc(OC)cc34)C(=O)N(O)C2=O)c2ccccc21,109

# In another format: entries from further up
Structure	HL-60(TB)
O=C(N/N=C/c1cc2ccccc2n2nnnc12)Nc1ccccc1	92
O=C(NCc1ccco1)c1ccc(C(=O)NCc2ccco2)cc1	94&102
Fc1cc2[nH]ncc2c2c3c(c(-c4cn[nH]c4C(F)(F)F)nc12)CCCC3	-9.7*
COC(=O)C1CCN(c2ncnc3cc(OC)c(OC)cc23)CC1	96
COc1ccc2nc(-c3ccc(Cl)cc3)cc(C(=O)O)c2c1	95
COc1cc([N+](=O)[O-])c(OC)cc1Cl	111
COc1cc(/C=N/NC(=O)c2ccc(S(C)(=O)=O)cc2)ccc1O	33
Cc1ccc(N2COOC3(OOC2)C2CC4CC(C2)CC3C4)cc1	67
C[C@H]1C(=O)C23CCC1C[C@@]21O[C@@H]2C(C)(C)C=CC(=O)C23COC1=O	98
COc1cc(C#N)ccc1O	104
Cc1nc2ccccc2c(/C=C/c2ccc(C(F)(F)F)cc2)c1C(=O)c1ccccc1	79
COc1ccc(-c2csc(N/N=C/c3cccs3)n2)cc1	85
COc1ccc(NC(=O)Nc2cnn(-c3ccc(S(N)(=O)=O)cc3)c2-c2ccccc2)cc1	85
COc1ccc(-c2cc(-c3nnc(SCC(=O)Nc4ccc(/C(C)=N\O)cc4)n3-c3ccccc3)c3ccccc3n2)cc1	48
COc1ccc(-c2cs/c(=N\N=C\c3cccc(C)c3)n2C)cc1	71
COc1cc2c(cc1OC)C(=O)OC(=O)C2	105
C(=C\c1nnc(-c2[nH]nc3c2CCc2ccccc2-3)o1)/c1ccc2c(c1)OCO2	89

# The list continues.
SMILES,HL-60(TB)
COc1ccc(C(C#N)NCCCCCCNC(C#N)c2ccc(OC)cc2)cc1 (stereo not drawn),96
N#C/C(=C\c1ccc(-c2ccc(Cl)cc2)o1)c1ccccc1,107
N#Cc1cc2c(nc1-n1cccc1)CCCC2,85
CCOC(=O)C1=C(C)NC(C)=C(C(=O)OCC)C1c1ccncc1,116
CC(=O)O[C@H]1C[C@@]2(C)[C@@H](C/C(=N\O)[C@H]3[C@@]4(C)CC/C(=N\O)[C@@H](C)[C@@H]4CC[C@@]32C)/C1=C(\CCC=C(C)C)C(=O)O,108
O=C1OC2Oc3ccccc3C(O)=C2C=C1c1ccc(F)cc1 (stereo not drawn),125
CC(=O)OCC1(C)OC(=O)N(Cc2ccc(F)cc2)C1=O (stereo not drawn),97
COc1cc(OC)c2c(c1)O[C@@]1(OCCCc3ccccc3)[C@H](c3ccccc3)C[C@@H](O)[C@@]21O,83
COc1cc2oc(-c3cccc(NC(=O)c4cccc(N)c4)c3)cc(=O)c2c(OC)c1OC,67
CCCCCCCN(c1ccc(C(=O)OCC)cc1)S(=O)(=O)c1ccc(C)cc1,94
CC(=O)Nc1nc(Cl)c([N+](=O)[O-])c(SCc2ccccc2)n1,106
Cn1cc(-c2csc(-c3ccc(F)cc3)n2)c2ccccc21,98
CCNc1nn2ccccc2c1/C=C(/C#N)C(=O)OCC,93
CCC(CC)n1c(=O)c(SC2=NC3C(NN2)N(CC)C(=O)N3CC)c(C(=O)O)c2ccccc21 (stereo not drawn),0.5*
COc1ccc(C(=O)/C=C/c2ccc(C)cc2)cc1OC,58
O=C(CSc1ccc(-c2ccc(Br)cc2)nn1)Nc1ccccc1,99
CCNc1nncs1,96
O=C(O)COc1ccc(F)c(Cl)c1,102
CN1CCN(c2ccccc2)CC1,97
COc1ccc2c(c1)NP(=S)(Oc1ccccc1)N2 (stereo not drawn),94
NC(=O)c1ncc(-c2ccc(C(F)(F)F)cc2)c(NC2CCCCCC2)n1,91
CCCCCCOC(=O)Cc1ccccc1,114
CCC(C)(C)c1ccc(O)c(CNCCO)c1,105
CC12CCC3(CC1CCC1OC12)OCCO3 (stereo not drawn),120
O=S(=O)(NCCNc1cc(-c2c(-c3cccc(O)c3)nc3sccn23)ccn1)c1ccc(Cl)cc1,84
CCCCCCn1c(-c2ccc(C(=O)O/N=C(\N)c3ccc4ccccc4c3)cc2)nc(-c2ccccc2)c1-c1ccccc1,3.0*
CCN(CC)c1ccc(NC(=S)NN)cc1,129
Cc1nc2sc(C(=O)Nc3ccccn3)c(N)c2cc1C(C)O (stereo not drawn),34
O=c1oc2c(cc1-c1ccccc1)c[n+]([O-])c1ccccc21,98
Cc1cc(C)c(NS(=O)(=O)c2ccccc2)c(C)n1,105
C#CCN(C)Cc1ccccc1,96&101
N#CC1(C#N)C(c2coc3ccc(F)cc3c2=O)OC23CCCCC2C1(C#N)C(=N)O3 (stereo not drawn),82
CC(=O)c1c(O)c2ccc(Cl)cc2[nH]c1=O,85
COc1cc(CNC(=O)CCCC/C=C/C(C)C)ccc1OCc1nnc(Nc2cccc(Br)c2)o1,80
C=C(Cl)CSC(=S)N(CC)CC,85
CC1(C)CC(=O)c2cc3c(N)c(C(=O)Nc4ccc(F)cc4)sc3nc2C1,116
Cc1ccc(C2OCC3(C)C(CCC4(C)C5CC(C6=CCOC6=O)OC5(C)CCC34)O2)cc1 (stereo not drawn),92
CCN1C[C@]2(O)CC[C@H](OC)C34C1C(C[C@@H]32)[C@]1(O)C[C@H](OC)[C@@H]2C(=O)C(=O)[C@H]4[C@@H]21,100
CN1C(=O)CCC1C(=O)NCc1cccc(C(F)(F)F)c1Cl (stereo not drawn),101
CCCOC(=S)Nc1ccc(S(=O)(=O)Nc2ccc(Cl)nn2)cc1,107
CCCCCCCCCCCCCCCCCCC(CO)CO,113
Cc1cc(C)n(C(=O)CC#N)n1,89
COc1ccc(CC2OC(C)CC(C)(C)O2)cc1 (stereo not drawn),108
CCCN1CCN(c2ccc3nc(-c4ccc5nc(-c6ccc(C(F)(F)F)cc6)[nH]c5c4)[nH]c3c2)CC1,-41*
N#C/C(C(=O)Nc1ccc(S(N)(=O)=O)cc1)=C1\C(=O)Nc2ccccc21,105
C[N+](C)(C)C,105&97&93
CC(CCN1C(=O)c2ccccc2C1=O)C(Br)C(=O)O (stereo not drawn),105
Cc1ccccc1-c1ccc2c3c(cccc13)C(=O)N(N1C(=O)c3cccc4cccc(c34)C1=O)C2=O,109
Cc1ccc2c(n1)C(=O)C(Cl)=C(Nc1cccc(C(F)(F)F)c1)C2=O,32
COc1cc(OC)c(S(N)(=O)=O)cc1C(=O)/C=C/c1ccc(Cl)cc1,-9.0*
# The list goes on.
SMILES,HL-60(TB)
Cc1ccccc1N=C1C(=O)Nc2ccccc21,111
N#Cc1ccc(NC(=O)c2ccc3cccnc3c2O)cc1,4.6*
COc1cc(C(C)(C)C)c(O)c(C(C)(C)C)c1,98
COc1cc(C2=NN(C=O)C(c3cccc(Nc4ccnc5cc(Cl)ccc45)c3)C2)cc(OC)c1OC (stereo not drawn),75
Cc1cc(=O)n(C(=O)COc2ccc3c(C)c(Cc4ccccc4)c(=O)oc3c2C)[nH]1,103
Cc1ccc(NCc2cn(-c3ccc(C(=O)O)cc3)nc2-c2ccc(C(=O)O)cc2)nc1,102
CCC(C(=O)C(C)CN(C)C)(c1ccccc1)c1ccccc1 (stereo not drawn),85
O=C(N/N=C/[C@H]1[C@H](CO)[C@@H](O)C[C@H]1O)c1ccncc1,89
CCCC(=O)Oc1ccc(/C(=C(\C)c2ccc(OC)cc2)c2ccc(OCCN3CCCCC3)cc2)cc1,90
CCOC(=O)COc1ccc2c(C)c(CCN(CC)CC)c(=O)oc2c1,122
Cc1ccc2c(c1)-c1nc3nnnn3nc1C(C)(C)O2,153
O=C(Nc1ccc(Br)cc1)Nc1ccc(F)c(C(=O)c2c[nH]c3ncc(Br)cc23)c1F,50
CC1=CC(C)(C)NC(=S)N1c1cccc2ccccc12,102
Cc1cccc2c(Cn3cc(Cn4c(C)cc(=O)n(Cc5cn(Cc6cc(=O)[nH]c7c(C)cccc67)nn5)c4=O)nn3)cc(=O)[nH]c12,100
NC1=NC2(CCCC2)N(c2ccc(S(N)(=O)=O)cc2)C(N)=N1,96
N#C[C@@H]1C2C=CC(O2)[C@H]1C#N,87
C(=C\c1ccccn1)/c1cccnc1,91
CCCCCCCC/C=N/Nc1ccc([N+](=O)[O-])cn1,93
C=CCOc1ccccc1/C=c1\sc2ncnn2c1=O,91
CN1C(=O)N(C)C2SC(N/N=C/C=C/c3ccccc3)=NC21 (stereo not drawn),30
Cc1ccccc1/C=C1/SC(=O)N(CCCC(=O)N2CCN(c3cc4c(cc3F)c(=O)c(C(=O)O)cn4C3CC3)CC2)C1=O,79
N#CCCN1CCCC1=O,106
COc1cc(OCc2ccccc2)c(CC(=O)O)c([N+](=O)[O-])c1,112
CC(C)(C)OC(=O)CC(C)(O)c1ccc(Cl)cc1 (stereo not drawn),109
CCOC(=O)CC1CSC(Nc2ccccc2)=N1 (stereo not drawn),102
CCC(C)Nc1ccc(NC(C)CC)cc1 (stereo not drawn),58
Cc1cc(N2CCCC2)nc(N(CCCNc2ccnc3cc(Cl)ccc23)Cc2ccc3c(c2)OCO3)n1,-63*
C/C(N)=N\c1n[nH]c(NN)n1,99
CC1(C)CC(=O)c2c(nn(-c3ccccc3)c2-c2cn(-c3ccccc3)nc2-c2ccccc2)C1,86
CC(=O)Nc1ccc(N=Nc2ccccc2)cc1[N+](=O)[O-],97
CN(C)CCC(=O)c1ccc(Cl)cc1,110&113
O=C(COc1ccc(NC(=O)Nc2ccc(Cl)c(Cl)c2)cc1)N=Nc1c(O)[nH]c2ccc(Br)cc12,-27*
O=C(/C(Cl)=N/O)c1ccc(Cl)cc1,84
O=C(Cc1ccc(/C=C/C(=O)c2ncc[nH]2)cc1)Nc1ccc(S(F)(F)(F)(F)F)cc1,42
COC(=O)c1c(C(=O)OC)c2n(CC(=O)Nc3cccc4cccnc34)c3ccccc3n2c1C(=O)c1ccc(C#N)cc1,111
OCc1ccccc1F,135
Cc1ccc(/C=C/C(=O)c2ccc(N)cc2)c(C)c1,60
CC(=O)n1cc(/C=C2\N=C(c3ccccc3)N(c3ccc(S(=O)(=O)Nc4nccs4)cc3)C2=O)c2ccccc21,86
COc1cc(-c2nc(SCCC(C)C)nc(Nc3ccc(S(N)(=O)=O)cc3)c2C#N)cc(OC)c1OC,-19*
N#Cc1c(-c2ccc(Cl)cc2)nc2c(c(-c3ccccc3)nn2-c2ccccc2)c1-c1ccc(N2CCOCC2)cc1,102

# Quoted at random: two entries already listed
SMILES,HL-60(TB)
O=C(/C(Cl)=N/O)c1ccc(Cl)cc1,84
O=C(COc1ccc(NC(=O)Nc2ccc(Cl)c(Cl)c2)cc1)N=Nc1c(O)[nH]c2ccc(Br)cc12,-27*

# (more compounds)
SMILES,HL-60(TB)
CCCCC(=O)Nc1ncc(Cc2ccc(Cl)cc2)s1,66
C/C=C/C(=O)OCCCc1ccccc1,101
COc1cc(NS(=O)(=O)c2ccccc2)c2nc3ccc(Cl)cc3nc2c1,106
N#Cc1cnn2c(-c3ccc(Cl)cc3)nc(NCCc3ccccc3)nc12,85
COc1cc(C2CC(=O)Nc3c2c(C)nn3-c2nc3ccccc3[nH]2)cc(OC)c1O (stereo not drawn),44
Nc1cc(=O)[nH]c(=O)[nH]1,92
N#Cc1cc([N+](=O)[O-])ccc1N/C(N)=N/c1nc2ccccc2s1,94
O=S(=O)(O)c1cc(O)c2cc(Nc3ccccc3)ccc2c1,83
CC(=O)[C@H]1CC[C@H]2[C@@H]3CC[C@H]4CC(=O)CC[C@@H]4[C@H]3CC[C@]12C,95
NNC(=O)c1cccc2ccccc12,99
CCOC(=O)c1ccc(NC(=S)NC(=O)c2ccccc2)cc1,99&62
Cc1cc(C)c(Nc2nc3c(s2)C2=CC[C@H]4[C@@H]5CC[C@H]([C@H](C)CCCC(C)C)[C@@]5(C)CC[C@@H]4[C@@]2(C)CC3)c(C)c1,102
O=C(O)C(O)C(O)C(OC1OC(CO)C(O)C(O)C1O)C(O)CO (stereo not drawn),109
CCC1CCc2nc3sc(C(=O)Nc4cccc(F)c4)c(N)c3cc2C1 (stereo not drawn),23
COc1ccccc1NC(=S)N/C=C(\C#N)C(=O)c1ccc2ccccc2c1,110
